Assay outcomes (PubChem BioAssay)
Runt-CBFb FRET: inhibitors of RUNX1 Runt–CBFb binding, primary screen, biochemical, FRET, Cerulean-Runt, Venus-CBFb, uHTS. Runt-related transcription factor 1 (Homo sapiens) + Core-binding factor subunit beta …. Cerulean-Runt/Venus-CBFb FRET ratio 530/480, 1 h. inhibition, % at 20 µM. 220,000 compounds, 0.46% hits;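 active = inhibition over about 50% at 20 µM in the single-dose screen, limit read from the data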;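 also: 0% = DMSO wells and 100% = excess unlabeled CBFb competitor control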
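System: Cerulean-labeled Runt domain protein | Quantity: 100 nM of each labeled protein | Schedule: 1 h compound exposure, room temperature | Detection: Fluorescence energy transfer, 422 nm excitation, 530/480 nm emission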
NPY-Y1 antag: NPY-Y1 receptor antagonists, primary screen, cell-based | Neuropeptide Y receptor type 1 (Homo sapiens), P25929 | HEK293-CNG Y1 cells, membrane potential fluorescence; NPY at EC95, then isoproterenol | inhibition, % at 3.6 µM | 200,000 compounds, 1% hits | AID 1040, 2008;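 active = inhibition above the campaign mean inhibition of all tested compounds plus 3 SD, cut at about 20% in these data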;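 also: 0% = DMSO wells given NPY plus isoproterenol and 100% = isoproterenol alone without NPY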
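Material: HEK293 cells co-expressing NPY Y1 receptor and cyclic-nucleotide gated channel. Timing: compound incubation 1 h at room temperature, readout 45 min post-stimulation. Signal: fluorescence, membrane potential probe.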
p97 ATPase inh: inhibitors of human p97 ATPase, primary screen, biochemical; Transitional endoplasmic reticulum ATPase (Homo sapiens), P55072; 220,000 compounds, 0.42% hits; inhibition, % at 8 µM; recombinant p97 ATPase, Kinase-Glo ATP luminescence, 3 h; in the data active = inhibition above about 15%;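 also: 0% = DMSO vehicle and 100% = wells lacking enzyme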
MDM2 E3 inh: MDM2-luciferase reporter signal enhancers, primary screen, MDM2 E3 ligase inhibitor project, cell-based, luminescence, 1536-well. E3 ubiquitin-protein ligase Mdm2 (Homo sapiens), Q00987. cell-based MDM2 ubiquitination luciferase reporter, 2 h; 0 = plate control, 100 = twice control, blank-subtracted. signal enhancement, % at 5 µM. 210,000 compounds, 0.11% hits. AID 1230, 2008;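 active = signal enhancement of 30% or more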;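 also: luminescence tracks abundance of the self-degrading MDM2-luciferase fusion protein; higher signal means inhibition of MDM2 E3 ligase activity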
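Assay system: stable mammalian line carrying autodegrading MDM2–luciferase fusion reporter; Input: 2000 cells in each well; Compound dosing: single-point 5 µM; Schedule: 2 h compound exposure at 37 °C; Signal: SteadyLite luciferase luminescence after 15 min room-temperature reagent incubation; Evaluation: % luminescence enhancement versus blank-corrected plate control mean; Benchmarks: plate controls and plate blanks.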
RBBP9 inh: human RBBP9 inhibitors, primary screen, biochemical, fluorescence polarization, FP-Rh probe, HTS | recombinant RBBP9 | inhibition, % at 7.94 µM | 220,000 compounds, 0.2% hits | Serine hydrolase RBBP9 (Homo sapiens), O75884;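 active = inhibition above the campaign mean of all tested compounds plus 3 SD, cut at about 14% in these data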;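 also: plate controls were DMSO wells with RBBP9 for no effect and wells lacking RBBP9 protein for full effect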
Target sequence (O75884 whole entry, looked up): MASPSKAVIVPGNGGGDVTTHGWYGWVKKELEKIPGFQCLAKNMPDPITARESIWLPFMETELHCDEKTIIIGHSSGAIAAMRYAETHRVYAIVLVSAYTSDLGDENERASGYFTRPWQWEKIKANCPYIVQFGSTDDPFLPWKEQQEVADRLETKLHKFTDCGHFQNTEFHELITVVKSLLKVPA
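Controls: DMSO-treated enzyme wells and wells lacking RBBP9 | Material: RBBP9 protein | Technique: Fluorescence polarization | Replication: Single well per compound, no replicates | Buffer or medium: Tris-NaCl-Pluronic buffer, pH 8.0 | Timing: 30 min compound preincubation, 45 min probe labeling, 25 °C | Read-out basis: Percent inhibition from mP, scaled between DMSO and no-protein wells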
Runt-SMMHC FRET: inhibitors of RUNX1 Runt–CBFb-SMMHC binding, primary screen, biochemical, FRET, Cerulean-Runt, Venus-CBFb-SMMHC, uHTS; Cerulean-Runt/Venus-CBFb-SMMHC FRET ratio 530/480, 1 h; 220,000 compounds, 0.74% hits; inhibition, % at 20 µM; Runt-related transcription factor 1 (Homo sapiens) + Core-binding factor subunit beta …; AID 1434, 2008;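 active = mean inhibition across duplicate retests at 20 µM reaching about 50%, limit read from the data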;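 also: 0% = DMSO wells and 100% = wells with excess untagged CBFb-SMMHC; inhibitors lower the FRET ratio by blocking Runt binding to CBFb-SMMHC; some results filed as inactive read as strong as hits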
Hck-Nef inh: inhibitors of Nef-activated human Hck kinase, primary screen, biochemical, Z-Lyte FRET, 384-well, Hck-YEEI. Tyrosine-protein kinase HCK (Homo sapiens), P08631. Recombinant Hck-YEEI plus Nef, Z-Lyte FRET kinase assay. inhibition, % at 20 µM. 220,000 compounds, 0.68% hits. AID 463187, 2010;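 active = Hck-Nef kinase inhibition above about 50%, limit read from the data; inactive = inhibition below that limit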;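 also: 0% = DMSO with Hck plus Nef and 100% = Hck alone without Nef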
Target sequence (P08631 whole entry, looked up): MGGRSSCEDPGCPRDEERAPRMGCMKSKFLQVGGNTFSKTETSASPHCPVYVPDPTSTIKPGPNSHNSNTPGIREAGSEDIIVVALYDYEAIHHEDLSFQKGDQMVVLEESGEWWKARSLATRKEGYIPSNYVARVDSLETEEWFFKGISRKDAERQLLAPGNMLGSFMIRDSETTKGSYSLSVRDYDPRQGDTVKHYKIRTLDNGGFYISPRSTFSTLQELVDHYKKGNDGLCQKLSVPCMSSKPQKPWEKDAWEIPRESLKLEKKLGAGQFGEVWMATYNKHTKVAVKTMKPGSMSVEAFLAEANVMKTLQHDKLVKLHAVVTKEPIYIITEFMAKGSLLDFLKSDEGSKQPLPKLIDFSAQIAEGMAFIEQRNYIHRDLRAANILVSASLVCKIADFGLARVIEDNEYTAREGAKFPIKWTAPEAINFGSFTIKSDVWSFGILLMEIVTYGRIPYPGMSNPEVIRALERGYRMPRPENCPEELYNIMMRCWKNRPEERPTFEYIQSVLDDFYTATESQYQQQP
NPY1 pot ag: NPY-Y1 receptor potentiators or agonists, primary screen, cell-based. Neuropeptide Y receptor type 1 (Homo sapiens), P25929. NPY-Y1 expressing cells, potentiator/agonist activation. activation, % at 3.6 µM. 220,000 compounds, 0.37% hits. AID 1304, 2008; in the data active = activation above about 33%, passing the limit was not always enough;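 also: cells stimulated with NPY at EC10 then isoproterenol at EC100; 0% = low agonist plus stimulus and 100% = saturating agonist plus stimulus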
NPY-Y2 PAM-ag: NPY-Y2 potentiators or agonists, primary screen, cell-based | cells expressing NPY-Y2, potentiator/agonist read-out | activation, % at 3.6 µM | 220,000 compounds, 0.45% hits | AID 1359, 2008; in the data active = activation above about 27%;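 also: cells stimulated with NPY near EC25 plus isoproterenol at EC100; 0% = vehicle plus submaximal agonist and 100% = vehicle plus saturating agonist; some results beyond the cut were filed as inactive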
The depositor's hits bear a star.

Screening CCC12CN(C(=O)c3ccc(C)cc3)CC(CC)(CN(C(=O)c3ccc(C)cc3)C1)C2=O returned Runt-CBFb FRET 0, NPY-Y1 antag 6, p97 ATPase inh 2, MDM2 E3 inh -9, RBBP9 inh -1, Runt-SMMHC FRET 2, Hck-Nef inh -2, NPY1 pot ag 12 and NPY-Y2 PAM-ag 6.
For CC(=O)c1cccc(NC(=O)CN(c2ccc(F)cc2)S(C)(=O)=O)c1 the results were Runt-CBFb FRET -1, NPY-Y1 antag 4, p97 ATPase inh 2, MDM2 E3 inh -9, RBBP9 inh -4, Runt-SMMHC FRET -2, Hck-Nef inh 0, NPY1 pot ag -11 and NPY-Y2 PAM-ag 12.
CC1(C)COC(c2ccc(F)c([N+](=O)[O-])c2)=N1 was read as Runt-CBFb FRET 1, NPY-Y1 antag 1, p97 ATPase inh 10, MDM2 E3 inh -14, RBBP9 inh -1, Runt-SMMHC FRET 1, Hck-Nef inh 2, NPY1 pot ag -7 and NPY-Y2 PAM-ag 12.
Screening Cc1ccc(C(=O)NC2CCSC2=O)cc1 (stereo unspecified) returned Runt-CBFb FRET 2, NPY-Y1 antag 1, p97 ATPase inh 2, MDM2 E3 inh -2, RBBP9 inh 8, Runt-SMMHC FRET 0, Hck-Nef inh 1, NPY1 pot ag 15 and NPY-Y2 PAM-ag -6.
COc1ccc(CC(=O)Nc2cc(S(=O)(=O)N3CCCCC3)ccc2C)cc1OC was read as Runt-CBFb FRET 2, NPY-Y1 antag 0, p97 ATPase inh 3, RBBP9 inh 6, Runt-SMMHC FRET 0, Hck-Nef inh -11, NPY1 pot ag 15 and NPY-Y2 PAM-ag 8.
For COc1cc(/C=C(\C#N)C(=O)Nc2ccc(SC(F)F)cc2)cc(OC)c1OC the results were Runt-CBFb FRET -1, NPY-Y1 antag -1, p97 ATPase inh 5, MDM2 E3 inh -13, RBBP9 inh -10, Runt-SMMHC FRET 4, Hck-Nef inh 1, NPY1 pot ag -11 and NPY-Y2 PAM-ag 13.
COC(=O)c1sc2ccccc2c1-n1cccc1C(=O)C(=O)Nc1ccc(OC)cc1 was read as Runt-CBFb FRET 0, NPY-Y1 antag 7, p97 ATPase inh -1, MDM2 E3 inh -17, RBBP9 inh -8, Runt-SMMHC FRET -10, Hck-Nef inh -5, NPY1 pot ag 9 and NPY-Y2 PAM-ag -9.
`O=[N+]([O-])c1ccc(N2CCN(S(=O)(=O)c3ccc4ccccc4c3)CC2)cc1NCC1CCCO1` (stereo unspecified) gave Runt-CBFb FRET -1, NPY-Y1 antag 0, p97 ATPase inh 2, MDM2 E3 inh -1, RBBP9 inh -1, Runt-SMMHC FRET 0, Hck-Nef inh 9, NPY1 pot ag 7 and NPY-Y2 PAM-ag 10.
For COc1ccc(/C=C2/CCc3ccccc3C2=O)cc1OC the results were Runt-CBFb FRET -10, NPY-Y1 antag -4, p97 ATPase inh -3, MDM2 E3 inh -6, RBBP9 inh -4, Runt-SMMHC FRET -6, Hck-Nef inh 4, NPY1 pot ag -9 and NPY-Y2 PAM-ag -14.
For COC(=O)c1ccccc1NC(=O)CN(c1ccccc1)S(=O)(=O)N(C)C the results were NPY-Y1 antag -3, p97 ATPase inh -1, MDM2 E3 inh -4, RBBP9 inh -7, Hck-Nef inh 1, NPY1 pot ag 6 and NPY-Y2 PAM-ag -4.
Screening O=C(CSc1ccc(-c2cccc([N+](=O)[O-])c2)nn1)N1CCCC1 returned Runt-CBFb FRET 0, NPY-Y1 antag -1, p97 ATPase inh 2, MDM2 E3 inh -2, RBBP9 inh -6, Runt-SMMHC FRET -6, Hck-Nef inh -7, NPY1 pot ag -16 and NPY-Y2 PAM-ag -7.
For CC1=CC(C)(C)N=C(Nc2nc(C)c3cc(C)cc(C)c3n2)N1 the results were Runt-CBFb FRET 1, NPY-Y1 antag 20, p97 ATPase inh -2, MDM2 E3 inh -21, RBBP9 inh -10, Runt-SMMHC FRET -1, Hck-Nef inh 13, NPY1 pot ag -30 and NPY-Y2 PAM-ag -8.

Molecules shown so far with a halogen (three):
For CC(=O)c1cccc(NC(=O)CN(c2ccc(F)cc2)S(C)(=O)=O)c1 the results were Runt-CBFb FRET -1, NPY-Y1 antag 4, p97 ATPase inh 2, MDM2 E3 inh -9, RBBP9 inh -4, Runt-SMMHC FRET -2, Hck-Nef inh 0, NPY1 pot ag -11 and NPY-Y2 PAM-ag 12.
CC1(C)COC(c2ccc(F)c([N+](=O)[O-])c2)=N1 was read as Runt-CBFb FRET 1, NPY-Y1 antag 1, p97 ATPase inh 10, MDM2 E3 inh -14, RBBP9 inh -1, Runt-SMMHC FRET 1, Hck-Nef inh 2, NPY1 pot ag -7 and NPY-Y2 PAM-ag 12.
For COc1cc(/C=C(\C#N)C(=O)Nc2ccc(SC(F)F)cc2)cc(OC)c1OC the results were Runt-CBFb FRET -1, NPY-Y1 antag -1, p97 ATPase inh 5, MDM2 E3 inh -13, RBBP9 inh -10, Runt-SMMHC FRET 4, Hck-Nef inh 1, NPY1 pot ag -11 and NPY-Y2 PAM-ag 13.

(list continues)
Screening c1ccc2c(c1)[nH]c1c(N3CCN(C4CCCCC4)CC3)ncnc12 returned NPY-Y1 antag 0, p97 ATPase inh 1, MDM2 E3 inh -18, RBBP9 inh -2, Hck-Nef inh 0, NPY1 pot ag -16 and NPY-Y2 PAM-ag -7.
`CC(C)(O)CC[C@@H](O)[C@](C)(O)[C@H]1CC[C@@]2(O)C3=CC(=O)[C@@H]4C[C@@H](O)[C@@H](O)C[C@]4(C)C3CC[C@]12C` (stereo partly specified) gave Runt-CBFb FRET 0, NPY-Y1 antag 2, p97 ATPase inh 4, MDM2 E3 inh -7, RBBP9 inh 3, Runt-SMMHC FRET 0, Hck-Nef inh 16, NPY1 pot ag 3 and NPY-Y2 PAM-ag -9.
For COc1ccc(CSc2n[nH]c(C)n2)cc1Br the results were Runt-CBFb FRET -4, NPY-Y1 antag -2, p97 ATPase inh 1, MDM2 E3 inh -7, RBBP9 inh -11, Runt-SMMHC FRET -4, Hck-Nef inh 2, NPY1 pot ag 7 and NPY-Y2 PAM-ag 14.
For COc1ccc(C(NC(=O)C(C)C)c2c(O)ccc3ccccc23)cc1OC (stereo unspecified) the results were Runt-CBFb FRET 1, NPY-Y1 antag -2, p97 ATPase inh -7, MDM2 E3 inh -4, RBBP9 inh -16, Runt-SMMHC FRET 1, Hck-Nef inh -1, NPY1 pot ag 17 and NPY-Y2 PAM-ag 23.
Screening CCOC(=O)c1c(N=CN(C)C)c2cc([N+](=O)[O-])cnc2n1C returned Runt-CBFb FRET 2, p97 ATPase inh 2, MDM2 E3 inh -7, RBBP9 inh -5, Runt-SMMHC FRET 2, Hck-Nef inh 13, NPY1 pot ag 15 and NPY-Y2 PAM-ag -7.
`CC(=O)Nc1cc(OC(=O)c2ccco2)cc(OC(=O)c2ccco2)c1` gave Runt-CBFb FRET 18, NPY-Y1 antag 5, p97 ATPase inh 2, MDM2 E3 inh -11, RBBP9 inh -3, Runt-SMMHC FRET 0, Hck-Nef inh -14, NPY1 pot ag -15 and NPY-Y2 PAM-ag 2.
Screening Cc1cccc(OCC(=O)NCc2cc(C)nc3ccccc23)c1 returned Runt-CBFb FRET 1, NPY-Y1 antag 1, p97 ATPase inh 4, MDM2 E3 inh -15, RBBP9 inh -1, Runt-SMMHC FRET -5, Hck-Nef inh 23, NPY1 pot ag 3 and NPY-Y2 PAM-ag 10.
O=c1c2ccccc2nc(-c2ccco2)n1-c1nc2ccccc2s1 was read as Runt-CBFb FRET -6, NPY-Y1 antag 5, p97 ATPase inh -1, MDM2 E3 inh -20, RBBP9 inh -5, Runt-SMMHC FRET 1, Hck-Nef inh -1, NPY1 pot ag 14 and NPY-Y2 PAM-ag -13.
c1ccc(-c2csc(N3CCN(c4ccccn4)CC3)n2)cc1 was read as Runt-CBFb FRET 2, NPY-Y1 antag 19, p97 ATPase inh 2, MDM2 E3 inh -19, RBBP9 inh 4, Runt-SMMHC FRET 2, Hck-Nef inh 1, NPY1 pot ag -46 and NPY-Y2 PAM-ag -17.
For COc1cccc(C2CCCCN(C)C2=O)c1 (stereo unspecified) the results were Runt-CBFb FRET 1, p97 ATPase inh 10, MDM2 E3 inh -12, RBBP9 inh -8, Runt-SMMHC FRET -5, Hck-Nef inh 4, NPY1 pot ag 8 and NPY-Y2 PAM-ag 4.
Screening O=c1c(C=Nc2cccc(C(F)(F)F)c2)c[nH]n1-c1cccc(Cl)n1 returned Runt-CBFb FRET -4, NPY-Y1 antag -2, p97 ATPase inh 4, MDM2 E3 inh 4, RBBP9 inh 4, Runt-SMMHC FRET -1, Hck-Nef inh 16, NPY1 pot ag 3 and NPY-Y2 PAM-ag 0.
For CC(=O)NS(=O)(=O)c1ccc(NC(=O)/C=C/c2cn(-c3ccccc3)nc2-c2ccccc2)cc1 the results were Runt-CBFb FRET -12, NPY-Y1 antag 8, p97 ATPase inh -4, MDM2 E3 inh -10, RBBP9 inh -34, Runt-SMMHC FRET -4, Hck-Nef inh 1, NPY1 pot ag -8 and NPY-Y2 PAM-ag 14.

The order is random. About 3.5% of those tested had a hit in this group.
